Compound activity (PubChem)
Lipid droplet – hepatic lipid droplet formation modulation; AML12 mouse hepatocytes, oleate lipid droplets, BODIPY imaging; 240,000 tested, 0.4% active; inhibition, % at 6.5 µM;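 active = lipid droplet intensity inhibited by at least 50%, with more than 500 cells counted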
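System: AML12 hepatocytes (mouse). Probe or stimulus: oleic acid at 100 µM to induce lipid droplet formation. Times: overnight treatment with compound plus oleate. Detection: Image-based BODIPY and DAPI two-channel analysis. Evaluation: percent inhibition of filter-corrected integrated lipid droplet intensity per well.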
TNAP activation fold – stimulation of alkaline phosphatase TNAP activity – biochemical, luminescent, no phosphate acceptor, uHTS, primary screen (AID 1001); purified TNAP, luminescent activation assay, no phosphate acceptor; higher activation fold means a stronger effect; activation fold at 20 µM, or EC50 in µM where a hit was titrated; 200,000 tested, 0.03% active; in the data active = activation fold from about 3, or a potency from the dose series; inactive = the rest, 99 in 100 with activation fold below about 1.6; note: many of its hits are not listed in these tables
MT stabilize HCS – microtubule stabilizers in HeLa cells | % tubulin-high responders, % at 10 µM | HeLa tubulin immunostaining HCS, 24 h; share of cells brighter than vehicle mean+2SD | AID 2205 | 200,000 tested, 0.83% active;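 active = plate Z-score above 3 for both tubulin-high and condensed-nucleus cell shares, with cell loss under 80%, at 10 µM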;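 note: anti alpha tubulin signal scored within the nucleus-defined area of each cell; some results filed as inactive read as strong as hits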
Insulin prom up – MIN6 insulin promoter up-regulation. 190,000 tested, 0.3% active. MIN6 insulin promoter-GFP reporter, high-content imaging; active compounds read high. z-score at 5 µM;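 active = z-score above 3 at 5 µM with at least 500 cells counted in the well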
human PMI inhibition – inhibitors of human PMI, primary screen, biochemical, fluorescence intensity, coupled assay (AID 1209); purified PMI enzyme, coupled fluorescence intensity; higher % means a stronger effect; inhibition, % at 20 µM, or IC50 in µM where a hit was titrated; 190,000 tested, 0.42% active;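 note: plate controls were DMSO vehicle for no effect and wells lacking substrate for full effect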
bCat nuc transl – alters nuclear translocation of beta-catenin in HeLa cells | immunofluorescence imaging | 190,000 tested, 0.3% active | nuclear translocation activity, % at 5 µM;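 active = nuclear translocation activity above 50% at 5 µM, with a well cell count of 50 or more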;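 note: per-cell ratio of nuclear to cytoplasmic median beta-catenin stain intensity; plate controls were DMSO negative control for no effect and GSK-3 inhibitor IX positive control for full effect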
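assay system = human HeLa cells, endogenous beta-catenin | times = compound treatment 24 h, 37°C, 5% CO2 | detection = Anti-beta-catenin immunofluorescence on PFA-fixed, Triton-permeabilized cells, DAPI nuclei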
PMI inhibition – MPI inhibition at elevated mannose 6-phosphate – biochemical, fluorescence intensity, high mannose 6-phosphate, primary screen (AID 1220); recombinant PMI enzyme, coupled fluorescence intensity; higher % means a stronger effect; inhibition, % at 20 µM; hits with a dose series show IC50 in µM; 190,000 tested, 0.66% active
T cell modulator – T cell immune modulation candidate; 2C CD8+ T cell-vesicle binding, flow cytometry; active compounds read low; calls only at 7 µM; 330,000 tested, 0.068% active; AID 2052;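 active = response, share of CD8 T cells binding vesicles, and their 90th percentile fluorescence all below set limits, cut at about 80% in these data, passing the limit was not always enough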
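Incubation: binding step 1.5 h, 37 °C, antibody labelling 20 min, ice; system: murine 2C transgenic CD8+ T lymphocytes; technique: cytometric PE anti-B7-1 and Alexa647 anti-CD8 signals after 1% paraformaldehyde fixation; also added: QL9-charged Drosophila Ld/ICAM-1/B7-1 vesicles; control set: naked versus QL9-loaded vesicles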
Autophagy HCS – autophagy modulation, high-content screen; 190,000 tested, 0.98% active; calls only at 10 µM (by protocol); MEF GFP-LC3 puncta imaging; test concentration mostly 10 µM;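 active = percentage of spot-positive cells more than 3 SD above its plate mean, without a fluorescence outlier flag or 80% toxicity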;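 note: spot-positive cell cutoff set from DMSO-treated cells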
Insulin prom up cell count – also measured in Insulin prom up; calls as there; cell count; measured here: cytotoxicity, nuclei count;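 total cells summed across four imaged fields per well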
Lipid droplet cells 6.5 µM – second read-out of Lipid droplet, no call of its own (marks repeat the call); cell count; measured here: cell count, cytotoxicity flag;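 cells counted across two imaged fields per well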
bCat nuc transl cell count 5 µM – second read-out of bCat nuc transl, no call of its own (marks repeat the call); cell count; measured here: cell count, cytotoxicity flag
T cell modulator vesicle-bound % – further read-out of T cell modulator, marked with its call; double positive events, %; measured here: CD8+ vesicle-bound cell fraction;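 binding gate set so that unloaded-vesicle control wells show 10% double positive cells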
MT stabilize HCS Hoechst-high % – also measured in MT stabilize HCS; calls as there; % Hoechst-high responders; measured here: nuclear condensation Hoechst responders;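 share of cells brighter than vehicle mean plus two SD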
MT stabilize HCS cytotoxicity % – further read-out of MT stabilize HCS, marked with its call; toxicity, %; measured here: cytotoxicity by cell density;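 0% = mean cell density of plate MIN control wells and 100% = no cells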
Autophagy HCS cell loss 18 h – second read-out of Autophagy HCS, no call of its own (marks repeat the call); toxicity, %; measured here: cell loss, nuclei count;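 cell loss after 18 h compound exposure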
Active calls of the source: *; i = inactive; / = not tested or not shown. Cut-off read from the data, not from the text of the source, unless noted: active = inhibition above about 50%; inactive = the rest.

Below each SMILES – Lipid droplet	T cell modulator vesicle-bound %	Insulin prom up cell count	TNAP activation fold	PMI inhibition	MT stabilize HCS	bCat nuc transl cell count 5 µM	MT stabilize HCS cytotoxicity %	T cell modulator	Autophagy HCS cell loss 18 h	human PMI inhibition	MT stabilize HCS Hoechst-high %	Insulin prom up	bCat nuc transl	Lipid droplet cells 6.5 µM	Autophagy HCS
> Cc1sc(N)nc1-c1ccccc1
 : -1.1	11.0	1279	1	-8.5%	1.4	1121	3.6	i	10.2	-6.9%	1.9	-0.81	1.3	674	i
> CCC(NS(=O)(=O)c1ccc(C)cc1)C(=O)O (stereo not given)
 : /	59.8	1347	1.2	-14.0%	3.4	1012	1.8	i	-3.3	-2.6%	2.0	-0.52	-3.1	/	i
> O=C(Nc1cc(Sc2ccccn2)cc([N+](=O)[O-])c1)c1ccc([N+](=O)[O-])cc1
 : /	4.8	/	1	6.9%	4.7	/	0.9	i	-28.7	5.9%	4.1	/	/	/	i
> CN(CCNC(=O)c1cn(C)c2ccc(S(=O)(=O)N(C)C)cc2c1=O)CCc1ccccc1
 : /	31.1	897	0.8	7.0%	2.5	/	10.0	i	-8.1	7.1%	3.0	-0.05	/	/	i
> COc1ccc(S(=O)(=O)N2CCC[C@H]2C(=O)NC2=NCCS2)cc1
 : /	30.2	1517	1.2	-3.4%	2.1	1348	5.7	i	2.1	2.4%	1.2	-0.08	-2.5	/	i
> CCC(C)NC(=O)C1CCC(=O)N(c2ccc3c(c2)OCO3)C1c1ccc(OC)cc1 (stereo not given)
 : -1.0	49.6	1773	1.1	11.6%	5.9	1086	6.6	i	/	12.0%	2.4	0.62	1.7	668	/
> Cc1ccc(-n2[nH]c(C)c(C=Nc3ccc(Br)cn3)c2=O)cc1
 : 0.7	21.4	1628	1.2	-3.1%	2.3	994	6.1	i	3.4	-10.8%	2.4	-0.25	1.9	691	i
> N#Cc1ccc(OCC(O)CS(=O)(=O)c2ccc(F)cc2)cc1 (stereo not given)
 : -1.6	1.3	1507	1	-0.6%	2.0	1335	5.5	i	10.5	3.4%	3.2	1.21	0.0	692	i
> CCCCCCC(=O)Nc1nnc(CC)s1
 : -6.7	20.0	/	1	-7.2%	2.5	1133	6.9	i	-1.6	-2.0%	2.3	/	1.6	746	i
> COC(=O)CN(c1ccccc1[N+](=O)[O-])S(=O)(=O)c1ccccc1
 : -25.0	55.4	1515	1	-11.3%	/	1460	/	i	-0.7	5.4%	/	-0.01	0.5	681	i
> CCOc1cccc(C(=O)N(Cc2ccco2)C2CCS(=O)(=O)C2)c1 (stereo not given)
 : -3.6	30.5	1142	1.2	-21.3%	2.6	1001	0.4	i	-5.8	-19.4%	1.3	-0.26	0.3	764	i
> CCOC(=O)Cc1csc2nc3sc(C)c(C)c3c(=O)n12
 : -19.1	15.6	1886	1.1	8.9%	3.2	1121	4.2	i	5.0	5.6%	1.8	0.39	-1.7	582	i
> COc1cccc(=O)c2c(C)oc(C)c12
 : /	40.1	1069	1.1	1.4%	1.9	1098	9.8	i	5.8	-3.1%	1.8	0.75	0.6	/	i
> Cc1ccc2nc3sc(C(=O)Nc4ccc(N5CCOCC5)cc4)c(N)c3cc2c1
 : 16.8	/	1609	0.9	21.2%	1.0	988	11.2	/	3.2	21.2%	1.5	2.14	11.4	670	i
> O=C(Oc1c(CN2CCOCC2)cc(Cl)c2cccnc12)c1ccccc1
 : -22.8	33.0	/	1.1	56.3%*	1.2	528	8.6	i	8.2	21.4%	2.8	/	-2.5	757	i
> Cc1cc2cc(CCNC(=O)C(=O)c3c[nH]c4ccccc34)c(=O)[nH]c2cc1C
 : -4.1	57.9	1126	1	9.6%	4.1	1112	13.3	i	6.0	17.1%	4.1	-0.78	0.7	682	i
> O=C(COc1ccc(Cl)cc1)NCc1ccncc1
 : -1.1	44.1	1278	1.1	-1.9%	2.1	1114	0.8	i	0.1	4.0%	1.4	-0.64	-1.4	681	i
> Cc1cc(N2CCC(C)CC2)nc(-c2ccccc2O)n1
 : 2.2	44.2	1344	/	/	/	1203	/	i	/	/	/	-0.27	-3.8	678	/
> COc1ccc(NCc2nnc(SCC(=O)NCc3ccccc3)n2-c2ccccc2OC)cc1
 : -1.5	18.9	1134	1.1	20.4%	4.0	393	6.9	i	-5.4	4.2%	2.8	-0.64	1.7	733	i
> CC(C)c1onc(C(=O)N2CCN(Cc3ccccc3)CC2)c1[N+](=O)[O-]
 : -3.3	39.8	1246	1	-4.5%	5.0	585	14.0	i	-55.8	-7.7%	1.9	1.28	0.8	733	i
> N#C/C(=C\c1ccccc1[N+](=O)[O-])C(=O)NC1CCCCC1
 : -4.4	54.9	1153	1	8.4%	2.7	1080	8.3	i	2.3	2.2%	2.9	0.45	-1.2	680	i
> Cc1ccc2nc(SC(C)C(=O)NCc3ccc4c(c3)OCO4)[nH]c2c1 (stereo not given)
 : -8.0	43.1	1400	1.2	4.2%	2.9	1095	5.4	i	-0.7	9.1%	1.1	-0.02	-1.0	640	i
> Cc1cccc(NC(=O)C2SC(=Nc3c(C)cccc3C)C(C(=O)N3CCOCC3)=C2N)c1 (stereo not given)
 : 0.0	64.0	1497	1.1	-40.6%	5.9	1153	4.8	i	47.6	-18.9%	2.0	-0.53	-2.9	559	i
> CC(C)Cn1nc(NS(=O)(=O)c2ccccc2)c2cc3ccccc3nc21
 : /	37.8	1722	1	9.0%	4.5	1392	11.8	i	22.6	9.4%	3.1	-0.8	2.1	/	i
> CCCNS(=O)(=O)c1ccc(OCC(=O)NCCCOC)cc1
 : -4.0	24.2	/	1.1	-2.3%	3.5	967	2.6	i	19.9	-3.2%	1.5	/	2.8	762	i
> O=C(NCCc1ccccc1)C1CCC(CNS(=O)(=O)c2cccc3cccnc23)CC1 (stereo not given)
 : -0.9	10.8	961	/	/	/	1237	/	i	/	/	/	-0.42	0.2	688	/
> O=C(Nc1cccc2c1[nH]c1ccccc12)C(F)(F)F
 : -1.2	31.5	862	1.1	4.0%	1.8	1047	2.2	i	9.3	-6.1%	1.5	-1.09	2.1	727	i
> O=S(=O)(c1ccc2c(c1)nc(COc1ccc(Cl)cc1)n2CC1CCCO1)N1CCOCC1 (stereo not given)
 : /	25.2	1248	1.1	8.3%	2.8	1069	8.7	i	9.6	7.0%	1.9	-0.54	7.5	/	i
> CCOC(=O)CN1C(=O)CCSc2ccc(Cl)cc21
 : -0.6	23.9	1631	1.1	8.0%	4.2	1043	9.0	i	8.8	7.4%	2.4	0.15	-2.3	547	i
> O=S(=O)(NCc1ccccn1)c1ccc(Cl)c(C(F)(F)F)c1
 : -8.3	7.9	1227	1.3	-4.7%	3.9	1056	6.3	i	-17.1	-1.2%	1.2	0.82	0.3	666	i
> CC(=O)Nc1ccc(NC(=O)C(C)O/N=C/c2cccc([N+](=O)[O-])c2)cc1 (stereo not given)
 : -12.7	59.0	918	1.1	-1.3%	2.2	1102	3.2	i	26.1	-1.8%	1.4	-0.67	0.9	723	i
> Cc1ccc(C(=O)c2no[n+]([O-])c2C(=O)c2ccc(C)cc2)cc1
 : -40.1	63.3	1209	1	-16.2%	3.6	588	7.4	i	10.7	-12.4%	3.3	0.41	-5.6	702	i
> O=C(C1CCCN(S(=O)(=O)c2cccnc2)C1)N1CCN(c2ccccn2)CC1 (stereo not given)
 : -37.7	64.8	/	0.9	-4.4%	2.9	1134	6.2	i	/	-1.2%	3.2	/	1.1	560	/
> Cc1c(C(=O)Nc2ccc(S(=O)(=O)NCC3CCCO3)cc2)cccc1[N+](=O)[O-] (stereo not given)
 : 18.1	67.6	1490	1	12.9%	4.6	825	0.2	i	22.0	17.1%	1.4	-0.93	0.6	720	i
> COc1ccc2c(c1)C1=NN(/C(C)=C/C(C)=O)C(c3ccc(F)cc3)C1CC2 (stereo not given)
 : -9.7	70.1	1265	0.5	56.3%*	1.7	559	8.8	i	-4.2	19.8%	1.1	-0.05	-2.0	637	i
> CSCCC(NC(=O)c1ccc(C)o1)C(=O)O (stereo not given)
 : /	15.9	1272	1.1	3.0%	2.9	710	7.7	i	9.7	5.4%	2.0	0.28	7.1	/	i

Not a hit list; any-hit rate near 2.9%.
